Assay outcomes as filed in PubChem BioAssay.
FXIIa single – blocks human coagulation factor XIIa activity. P00748. purified human FXIIa, AMC substrate fluorescence, 2 h. inhibition, % at 10 µM. 0.2% of 33,000 active. AID 701; in the data active = inhibition above about 30%;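 note: 0% = enzyme with vehicle only and 100% = no enzyme blank; many of its hits are not listed in these tables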
Target sequence (P00748 20-372 limits assumed): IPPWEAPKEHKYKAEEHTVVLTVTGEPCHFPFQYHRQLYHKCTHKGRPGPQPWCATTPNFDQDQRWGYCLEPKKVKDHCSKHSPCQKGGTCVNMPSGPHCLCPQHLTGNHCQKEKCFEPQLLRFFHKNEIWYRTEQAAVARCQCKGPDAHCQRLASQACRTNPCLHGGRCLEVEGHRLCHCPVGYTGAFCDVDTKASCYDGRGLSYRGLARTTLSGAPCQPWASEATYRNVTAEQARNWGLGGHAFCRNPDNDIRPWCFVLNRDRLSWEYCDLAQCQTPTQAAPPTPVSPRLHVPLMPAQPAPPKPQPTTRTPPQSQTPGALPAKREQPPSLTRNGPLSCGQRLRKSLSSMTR
Target sequence (P00748 373-615 limits assumed): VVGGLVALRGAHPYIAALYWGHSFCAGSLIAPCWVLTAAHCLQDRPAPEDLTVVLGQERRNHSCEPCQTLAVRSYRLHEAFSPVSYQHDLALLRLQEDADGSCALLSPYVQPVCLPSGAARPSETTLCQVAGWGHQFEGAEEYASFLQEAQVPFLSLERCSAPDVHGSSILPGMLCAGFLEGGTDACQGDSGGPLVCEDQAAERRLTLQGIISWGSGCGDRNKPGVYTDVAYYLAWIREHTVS
FXIa single inh – inhibitors of human coagulation factor XIa. purified human FXIa, fluorogenic AMC substrate cleavage. inhibition, % at 10 µM. 0.3% of 33,000 active. AID 687;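 active = inhibition above 40% in the primary screen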;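 note: 0% = enzyme without compound and 100% = blank wells lacking enzyme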
The depositor's hits bear a star. Some of the compounds tested; the hit share may differ from the screen's.

SMILES	FXIIa single	FXIa single inh
CCOC(=O)c1c(NC(=O)Nc2ccc(Cl)cc2)sc(C)c1C	1	-1
O=C(NCCc1ccncc1)Nc1cccc(Cl)c1	-8	-4
N#CC(=C1CCCC1)c1nc(-c2ccccc2O)cs1	6	-4
Cc1cc(Cl)cc(Br)c1OCCCCn1cncn1	7	6
COc1cc(S(=O)(=O)N2CCOCC2)ccc1NC(=O)c1cc2c(s1)CCC2	6	-4
COc1ccc(OC)c(-c2[nH]nc3c2C(c2ccco2)C(C#N)=C(N)O3)c1 (stereo not given)	7	4
CCOC(=O)c1oc2ccccc2c1CN1CCN(C)CC1	6	-1
COc1ccc([C@H]2[C@@H](C#N)[C@H](C#N)N3CCCN23)cc1	9	-4
C#CCOC(=O)C1C2C=CC(C2)C1C(=O)O (stereo not given)	6	-4
CCOC(=O)c1[nH]c2ccc(Br)cc2c1NC(=O)CCN1CCC(C)CC1	1	-13
CC(=O)c1cccc(OCC(=O)c2cc(C)n(-c3cc(C)on3)c2C)c1	-17	0
O=C(CSc1ccc2nnc(-c3ccccc3)n2n1)NCC1CCCO1 (stereo not given)	4	-2
Cc1ccc(N2CCCn3c2nc2c3c(=O)n(CC(=O)OCc3ccccc3)c(=O)n2C)cc1C	21	0
COC(=O)CSc1ncnc2c1sc1nc(N3CCOCC3)c3c(c12)CCCC3	6	3
Nc1nc2c(s1)CC(c1ccccc1)CC2 (stereo not given)	7	3
CCCN1C(=O)C(Cc2nc3ccccc3c(=O)n2C)c2ccccc21 (stereo not given)	4	-7
CSc1cccc(NC(=O)CN(c2cccc(C)c2)S(C)(=O)=O)c1	-6	-1
CCOC(=O)Cc1nnc(Nc2cccc(C)c2)c2ccccc12	1	-6
Cc1ccc(S(=O)(=O)c2cccc(S(=O)(=O)N3CCOCC3)c2)cc1S(=O)(=O)N1CCOCC1	5	8
COc1ccc(/C(O)=C2\C(=O)C(=O)N(Cc3ccco3)C2c2ccc(OC)cc2OC)cc1 (stereo not given)	6	2
c1csc(CNCCN2CCOCC2)c1	10	4
COc1cccc(-c2nnc3sc(-c4ccccc4)nn23)c1	3	-3
Cc1ccccc1C(=O)NCc1nnc(SCC(=O)N2c3ccccc3Sc3ccccc32)n1C	7	0
Cc1ccc(-c2n[nH]c(=O)c3ccccc23)cc1S(=O)(=O)NCCO	38*	-6
O=C(Nc1ccc(NC(=O)c2cccs2)cc1)c1ccc(Br)o1	-7	-3
Cc1ccc2[nH]c3c(=O)n(CCc4cnc[nH]4)cnc3c2c1	1	-13
COc1ccc2[nH]cc(S(=O)(=O)c3ccc(F)cc3)c(=O)c2c1	9	5
Fc1ccc(/C=C2\CCCC3=C2Nc2ncnn2C3c2ccc(F)cc2)cc1 (stereo not given)	4	-1
CC(=O)N1CCN(C(=O)Nc2cccc(C(F)(F)F)c2)CC1	2	6
Cc1cc(C)n(-c2nc(N(C)C)nc(N3CCOCC3)n2)n1	-6	-4
CCOc1cc(C=O)c(Br)cc1OC1CCCC1	-13	-14
COc1ccc(/C=C/C(=O)NNc2c(F)c(F)cc(F)c2F)cc1OC	8	1
CCCc1cc(N2CCCC(C(=O)Nc3c(OC)cccc3OC)C2)n2ncnc2n1 (stereo not given)	8	7
CC(=O)Nc1ccc2c(c1)C(=O)N(c1ccc(C)cc1)C2=O	10	0
N#Cc1ccccc1NC(=O)Nc1cccc(Cl)c1	-3	4
CCCc1nc(SCC(=O)Nc2ccccc2)c2c(=O)n(C)c(=O)n(C)c2n1	6	-6
CCc1ccc(NC(=O)CN2CCc3ccccc3C2)cc1	5	-7
COC(=O)c1ccc(CSc2nc3ccccc3c(=O)n2-c2ccccc2)o1	-15	26
COc1ccccc1NC(=O)c1ccc(COc2ccccc2OC)o1	4	-3
CCOC(=O)C(C(=O)NCC1CCCO1)C1CCCCC1 (stereo not given)	5	-12
CCOc1ccccc1CNCCO	-1	-7
Fc1cc(F)c(F)c(SCCc2ccncc2)c1F	3	-8
CNC(=O)c1cccc(N2CCCC2=O)c1	9	5
Cc1onc(-c2ccccc2)c1C(=O)NCc1ccccn1	-11	4
CC(NC(=O)Cn1nc(C(F)(F)F)c2c1CCC2)c1ccccc1 (stereo not given)	0	-5
CC(=O)c1cccc(NC(=O)N2CCCC2C(=O)NCCc2ccccc2)c1 (stereo not given)	6	6
CCC(C)N=CC1=C(O)C(C(=O)OC)C(C)(C)CC1=O (stereo not given)	6	-1
COC(=O)c1cc(NC(=O)C2C3C=CC(C3)C2C(=O)O)cc(C(=O)OC)c1 (stereo not given)	-2	3
COc1ccc(CCn2c(N3CCOCC3)nc3c2c(=O)[nH]c(=O)n3C)cc1	2	10
Cc1ccccc1NS(=O)(=O)c1ccc(C)c(C(N)=O)c1	7	-8
Cc1c(C(=O)OC(C)C)[nH]c2c1C(=O)CCC2	20	7
CN1CCN(C(=S)Nc2ccc(Cl)cc2Cl)CC1	-2	-6
CCOCCN1CCN(c2c(CC)c(C)nc3cc(-c4cc(OC)cc(OC)c4)nn23)CC1	5	1
CSC1=NC2C(N1)N(C)C(=O)N2C (stereo not given)	15	-1
CC(C)OC(=O)c1c(NC(=O)c2ccco2)sc2c1CCCCC2	-4	-1
O=C(O)c1ccc(C(=O)c2ccc3c(c2)C(=O)N(Cc2ccco2)C3=O)cc1	5	2
CCOC(=O)c1ccccc1NS(=O)(=O)c1ccc(OC)cc1	7	-2
N#Cc1c(NC(=O)c2cc(-n3cnnc3)ccc2Cl)sc2c1CCCC2	1	-2
Cn1c(SCc2ccc(Br)cc2)nnc1-c1cccs1	7	9
S=c1[nH]ncn1/N=C/c1ccccc1	3	-6

The results go on:
SMILES	FXIIa single	FXIa single inh
Cc1cc(C(=O)NCc2ccc(S(N)(=O)=O)cc2)c(C)o1	7	2
O=C(O)C1C2C=CC(C2)C1C(=O)Nc1cccc(C(=O)N2CCCCC2)c1 (stereo not given)	5	0
c1ccc(CNc2ncnc3c2cnn3Cc2ccccc2)cc1	-1	-14
CC1=Nc2ccccc2/C1=C\c1nc(-c2ccc(C(F)(F)F)cc2)oc1O	14	3
Cc1cc(C)nc(SCC(=O)c2c(N)n(C)c(=O)n(C)c2=O)n1	4	5
Nc1nc2ccc(O)cc2s1	1	2
Cc1ccc(CN(c2ccc(C(=O)Nc3cccnc3)cc2)S(C)(=O)=O)cc1	5	9
COc1ccc(S(=O)(=O)Nc2ccc(O)c(Sc3ncn[nH]3)c2)cc1	13	1
CCc1ccc(CN/C=C/C(=O)c2ccc(Br)cc2)cc1	5	4
CCOc1cc(S(=O)(=O)Nc2cc(C)cc(C)c2)ccc1Cl	2	0
CCOc1ccc(NCC2CCOC(C)(C)C2)cc1 (stereo not given)	3	3
Nc1cc(Cl)ccc1C(=O)OCC(=O)NC1CCS(=O)(=O)C1 (stereo not given)	16	5
CCOC(=O)c1cccnc1SCC(=O)N(CC)c1cccc(C)c1	2	-6
CCCN1Cc2cccc(C(=O)Nc3ccc(CC)cc3)c2C1=O	0	0
Cc1cc(=O)oc(C)c1C(=O)NCCCN1CCN(c2ccccc2F)CC1	-6	2
COc1ccc(NC2CC(=O)N(c3ccccc3)C2=O)cc1 (stereo not given)	2	1
CCOC(=O)c1c(C)n(CCNC(C)=O)c2ccc(O)cc12	-11	18
COc1ccc(N/C=C\C(=O)c2ccc3c(c2)OCO3)cc1	2	-3
CSc1oc(-c2ccco2)nc1S(=O)(=O)c1ccccc1	3	3
Cc1cccn2c(=O)c3cc(C(=O)N4COCC4(C)C)n(C)c3nc12	-4	-19

Molecules listed so far that contain an NH in an aromatic ring, in the order listed:
SMILES	FXIIa single	FXIa single inh
COc1ccc(OC)c(-c2[nH]nc3c2C(c2ccco2)C(C#N)=C(N)O3)c1 (stereo not given)	7	4
CCOC(=O)c1[nH]c2ccc(Br)cc2c1NC(=O)CCN1CCC(C)CC1	1	-13
Cc1ccc(-c2n[nH]c(=O)c3ccccc23)cc1S(=O)(=O)NCCO	38*	-6
Cc1ccc2[nH]c3c(=O)n(CCc4cnc[nH]4)cnc3c2c1	1	-13
COc1ccc2[nH]cc(S(=O)(=O)c3ccc(F)cc3)c(=O)c2c1	9	5
COc1ccc(CCn2c(N3CCOCC3)nc3c2c(=O)[nH]c(=O)n3C)cc1	2	10
Cc1c(C(=O)OC(C)C)[nH]c2c1C(=O)CCC2	20	7
S=c1[nH]ncn1/N=C/c1ccccc1	3	-6
COc1ccc(S(=O)(=O)Nc2ccc(O)c(Sc3ncn[nH]3)c2)cc1	13	1

Additional records
SMILES	FXIIa single	FXIa single inh
NC(=O)C1CCN(C(=O)CCc2nc3ccccc3c(=O)[nH]2)CC1	2	-8
Cc1ccc(CSc2nnc(-c3ccncc3)n2CC2CCCO2)cc1 (stereo not given)	3	6
CN1CCN(C(=O)/C(=C/c2ccccc2)c2ccccc2)CC1	-2	-11
CN(c1ccc(Cl)cc1)c1cc(=O)n(C)c2ccccc12	2	0
Cc1nn(-c2ccccc2)c(OC(=O)c2cccs2)c1S(=O)(=O)c1ccc([N+](=O)[O-])cc1	6	-3
COc1ccc(-n2c(O)cnc2Nc2nc(C)cc(C)n2)cc1OC	10	-3
COc1cc2c(cc1OC)-c1nnc(-c3ccco3)n1C1(CCCC1)C2	-19	31
Cc1cc(C)c(C#N)c(SCC(O)CS(=O)(=O)Cc2ccccc2)n1 (stereo not given)	3	3
CCn1c(=O)cc(OCC(=O)NCc2ccco2)c2ccccc21	-17	0
Cn1nc([N+](=O)[O-])nc1Oc1ccccc1N	7	-9
CCOc1nc(NCc2ccco2)nc(Nc2ccccc2F)n1	1	-1
CC1(C)OC(=O)C(=NNc2ccc(O)cc2)C(=O)O1	10	10
CC(C)CC(=O)c1c[nH]c(C(=O)NCc2cccs2)c1	4	-1
COc1ccc(CCN2C(=S)NC3CC2(C)Oc2ccc([N+](=O)[O-])cc23)cc1OC (stereo not given)	5	-6
COCCNS(=O)(=O)c1cccn1-c1ncc(C(F)(F)F)cc1Cl	9	-1
CCCc1ccc(-c2cc(NC(=O)CSc3n[nH]c(N)n3)n(-c3ccccc3)n2)cc1	-11	18
CCn1c2c(c3ccc(OC)cc31)CCCC2=O	7	-14
CS(=O)(=O)N(CC(=O)NCc1ccncc1)c1cc(Cl)cc(Cl)c1	-10	1
CN(Cc1ccccc1)Cc1nc2c(c(=O)n(C)c(=O)n2C)n1CCc1ccccc1	7	1
CCOCCCNC(=O)CCNS(=O)(=O)c1ccc(C)cc1	4	-7

Fetched by structure from the list above, four records:
SMILES	FXIIa single	FXIa single inh
COc1ccc(-n2c(O)cnc2Nc2nc(C)cc(C)n2)cc1OC	10	-3
Cn1nc([N+](=O)[O-])nc1Oc1ccccc1N	7	-9
CS(=O)(=O)N(CC(=O)NCc1ccncc1)c1cc(Cl)cc(Cl)c1	-10	1
CCn1c(=O)cc(OCC(=O)NCc2ccco2)c2ccccc21	-17	0

Going on with the list.
SMILES	FXIIa single	FXIa single inh
CCCC(=O)Nc1nc2nc(-c3ccccc3)cc(-c3ccccc3)n2n1	10	6
Cc1sc2ncnc(Nc3ccccc3)c2c1C	-7	-12
CC(=O)Nc1ccc(S(=O)(=O)N(CC(=O)O)Cc2ccccc2)cc1	9	6
O=C(NCc1ccccc1)NC1(C(=O)N2CCN3CCCC3C2)CCCCC1 (stereo not given)	2	-5
CCc1ccc(NC(=O)c2cnc3n(c2=O)CCS3)cc1	7	7
CCOC(=O)C(C)Oc1cccc2c(=O)n(CC(=O)Nc3cccc(OC)c3)ccc12 (stereo not given)	3	-2
CN1C(=O)N(C)C2C1N(C)S(=O)(=O)N2C (stereo not given)	4	-2
O=C(Nc1cccnc1N1CCOCC1)c1cc2ccccc2oc1=O	6	2
Cc1nc2nc(-c3ccc(Cl)cc3)nn2c(C)c1Cl	9	-3
Cc1csc(-c2cnn(-c3ccccc3)c2NC(=O)c2ccc(C(F)(F)F)cc2)n1	7	-7
Cc1ccc(Nc2nc3ccccc3nc2-n2nc(C)cc2C)cc1	8	4
COC(=O)c1c(-c2ccc(F)cc2)noc1N	4	3
CCCCNC(=O)Nc1ccccc1C(=O)NCCC	5	-2
C/C(=C\C(=O)c1ccc(Cl)cc1)Nc1ccc(N2CCOCC2)cc1	6	5
CCSc1nnc(-c2cccnc2)n1-c1ccc(C)c(Cl)c1	0	-6
Cn1c(-c2ccc3nc(N)sc3c2)nc2cc(N)ccc21	-16	-14
COCCNC(=O)c1ccc2c(=O)n(Cc3ccco3)c(SCC(=O)NC3CCCC3)nc2c1	9	3
O=C(CSc1nnc(CNC(=O)c2cccs2)o1)NCc1ccc(F)cc1	6	-2
CCCn1c(SCC(=O)NCc2ccccc2)nnc1-c1ccncc1	-6	20
c1n[nH]c(SCCCCSc2ncn[nH]2)n1	4	4
Cc1ccc(OC(=O)N2CCOCC2)cc1	-15	0
CCOCCCN1CC(C(=O)NCCc2ccc(C)cc2)CC1=O (stereo not given)	7	-2
CCOC(=O)CSc1nc2cc(C(=O)N3CCCC3)ccc2c(=O)n1Cc1ccccc1	-8	20
COc1cccc(N2C(=O)CC(Nc3ccc(N4CCOCC4)cc3)C2=O)c1 (stereo not given)	-16	2
CC(C)(C)C(=O)/C=c1\[nH]c(=O)/c(=C\c2ccc(F)cc2)s1	5	3
NNC(=O)c1nc(-c2ccccc2)n2c1CCCCC2	9	9
CC1(C)CC(=O)C2=C(C1)N(CC1CCCO1)C(=O)C2(O)C(F)(F)F (stereo not given)	2	4
O=C1c2ccccc2C(=O)N1CC#CCN1CCN(C(c2ccccc2)c2ccccc2)CC1	-3	1
CCNC1=C(Cl)C(=O)c2ccccc2C1=O	-6	0
N#Cc1ccc(C(c2nnnn2C2CCCC2)N2CCC(Cc3ccccc3)CC2)cc1 (stereo not given)	-13	34
CCCCn1c(=N)n(CC(=O)c2ccco2)c2ccccc21	7	-9
O=C(/C=C/NNC(=O)c1ccccc1)c1ccccc1	6	-1
O=C(c1csc2c1CCCC2)N1CCN(c2cccc(C(F)(F)F)c2)CC1	7	-12
Cc1ccc(S(=O)(=O)N2CC3(C)CN(S(=O)(=O)c4ccc(C)cc4)CC(C)(C2)C3=O)cc1	5	2
